High-throughput results from PubChem BioAssay.
DT40 TDP1 CPT = DT40-hTDP1 cell growth loss with CPT; AID 686979; Potency, µM (highest dose often 46.2 µM), inactives show at the top dose activity change, negative = growth inhibition, usual class: inhibitors; chicken DT40 Tdp1-/-;hTDP1 cells + 20 nM CPT, ATP luminescence, 48 h; 12% of 420,000 active; also: nearly all actives have a fitted effect of over 55% in size
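Cell growth measured by CellTiter-Glo luminescence after a minimum 48 h, 37 C compound exposure with 20 nM CPT in Tdp1-knockout DT40 cells stably expressing hTDP1, seeded 400/well; qHTS titration format.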
TDP1 cell noCPT = qHTS for Inhibitors of human tyrosyl-DNA phosphodiesterase 1 (TDP1): qHTS in cells in absence of CPT. 15% of 420,000 active. DT40 Tdp1-/- hTDP1 cells, no CPT, ATP luminescence, 48 h. Potency, µM (doses to about 46.2 µM), for the others: at the highest dose activity change, negative = growth inhibition, usual class: inhibitors; also: nearly all actives have a fitted effect of over 55% in size
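Chicken DT40 Tdp1-/- cells stably complemented with human TDP1 were seeded at 400 cells/well with DMSO in place of 20 nM camptothecin. After compound pinning, cells grew at least 48 hr at 37 °C; viability read by CellTiter-Glo luminescence.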
KAT2A inh = blocks human GCN5L2 histone acetyltransferase | Q92830 | GCN5L2 HAT assay, ThioGlo1 CoA-SH fluorescence | Potency, µM (titrated, usually from 58.9 µM), without a hit: at the highest dose activity change, negative = inhibition, most hits filed as inhibitors | 0.21% of 390,000 active
Target sequence (Q92830 whole entry, looked up): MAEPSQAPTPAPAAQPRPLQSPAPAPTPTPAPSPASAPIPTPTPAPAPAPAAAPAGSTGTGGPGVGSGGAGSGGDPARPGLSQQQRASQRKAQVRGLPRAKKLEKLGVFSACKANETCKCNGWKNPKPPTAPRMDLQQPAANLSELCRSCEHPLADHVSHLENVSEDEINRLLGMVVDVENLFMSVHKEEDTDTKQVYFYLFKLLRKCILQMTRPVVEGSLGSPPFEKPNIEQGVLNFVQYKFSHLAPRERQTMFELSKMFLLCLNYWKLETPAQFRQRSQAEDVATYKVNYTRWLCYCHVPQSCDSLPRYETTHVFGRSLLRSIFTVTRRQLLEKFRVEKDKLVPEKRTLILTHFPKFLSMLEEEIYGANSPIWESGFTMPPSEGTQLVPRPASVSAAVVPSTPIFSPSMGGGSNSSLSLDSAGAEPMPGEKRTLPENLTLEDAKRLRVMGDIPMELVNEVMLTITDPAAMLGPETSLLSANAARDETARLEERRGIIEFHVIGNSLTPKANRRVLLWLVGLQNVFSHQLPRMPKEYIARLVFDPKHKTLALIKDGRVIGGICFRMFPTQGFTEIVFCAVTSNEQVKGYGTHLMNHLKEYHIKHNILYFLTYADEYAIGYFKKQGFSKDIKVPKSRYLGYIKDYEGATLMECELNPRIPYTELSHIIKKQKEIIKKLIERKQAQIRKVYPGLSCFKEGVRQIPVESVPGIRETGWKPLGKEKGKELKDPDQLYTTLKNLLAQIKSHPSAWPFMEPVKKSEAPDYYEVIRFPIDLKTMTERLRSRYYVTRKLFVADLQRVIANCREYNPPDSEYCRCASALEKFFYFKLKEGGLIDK
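ThioGlo1-coupled HAT assay: 20nM GCN5L2, 70uM acetyl-CoA, 75uM H3(1-25) peptide, pH 7.5. Fluorescence read at 340/540nm at start and after 20 min at room temperature.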
* hit, by the source's call; ? = inconclusive; . = no result given; & = joins results of further samples; ! = repeats disagree; [ ] = dose if it differs, or a comment. Calls follow the shape of the dose curve; as a rule, active = well fitted curve in the direction sought with a large enough effect; inconclusive = small, poorly fitted or top-dose-only effect, or another doubt; inactive = no such curve, though single readings can be large; an effect the other way counts as inactive or inconclusive. % is scaled to controls: 0 for no effect and ±100 for the full control effect; potency is read from the fitted curve at half-maximal effect.

The opening 5 compounds as a preview:
SMILES,DT40 TDP1 CPT,TDP1 cell noCPT,KAT2A inh
CC(C)(C)c1ccc(Oc2coc3cc(OCC(=O)O)ccc3c2=O)cc1,3%,-1%,0%
CN(CCc1ccccc1)C(=O)c1ccc(NC(=O)Cc2cccc(NC(=O)C3CCN(C(=O)c4ccccc4)CC3)c2)cc1,?,?,.
Cc1ccccc1OCC(O)Cn1c(N2CCN(c3ccccc3)CC2)nc2c1c(=O)[nH]c(=O)n2C (centres undefined),-24%,?,3%
Cc1ccc(S(=O)(=O)N2CCC(C(=O)NCCCN3CCCCCC3)CC2)cc1,-25%,-19%,-5%
CC1CCc2sc(C(=O)N3CCN(c4ncccn4)CC3)cc2C1 (centres undefined),?,?,.

The whole of this part, previewed entries included:
SMILES,DT40 TDP1 CPT,TDP1 cell noCPT,KAT2A inh
CC(C)(C)c1ccc(Oc2coc3cc(OCC(=O)O)ccc3c2=O)cc1,3%,-1%,0%
CN(CCc1ccccc1)C(=O)c1ccc(NC(=O)Cc2cccc(NC(=O)C3CCN(C(=O)c4ccccc4)CC3)c2)cc1,?,?,.
Cc1ccccc1OCC(O)Cn1c(N2CCN(c3ccccc3)CC2)nc2c1c(=O)[nH]c(=O)n2C (centres undefined),-24%,?,3%
Cc1ccc(S(=O)(=O)N2CCC(C(=O)NCCCN3CCCCCC3)CC2)cc1,-25%,-19%,-5%
CC1CCc2sc(C(=O)N3CCN(c4ncccn4)CC3)cc2C1 (centres undefined),?,?,.
O=C1NC[C@@H](CCCCN2CCN(CCc3ccc(O)cc3)C(=O)C2=O)N(CC2CCCCC2)C1=O,1%,-13%,.
Cc1ccc(CNC(=O)CNS(=O)(=O)c2ccc(Br)s2)cc1,16%,-4%,-6%
O=C(NCc1ccccc1)c1cc(C2CCCCN2C(=O)c2ccccc2)on1 (centres undefined),18µM*,13µM*,.
COc1ccc(-c2cc(-c3nc4ccccn4c3NCc3ccccc3)ccc2OC)cc1,?,?,-28%
Cc1ccc(C)c(S(=O)(=O)N(C)C2CCS(=O)(=O)C2)c1 (centres undefined),2%,-13%,0%
COc1ccc(NC(=O)c2sc3nc(C)nc(N4CCN(c5ccccn5)CC4)c3c2C)cc1Cl,?,21µM*,-6%
O=C(O)CCCC(=O)Nc1ccc(N2CCCC2)cc1,-11%,?,-2%
CC(=O)c1cnc2c(-c3ccccc3)c(-c3ccccc3)nn2c1C,-2%,-6%,-2%
O=c1[nH]n(-c2ccccn2)c(=O)c2ccccc12,-23%,-13%,-3%
CC1CCc2[nH]c3ccc(C(=O)NCCCOC(C)C)cc3c2C1 (centres undefined),?,?,2%
COc1ccc(OC)c(NS(=O)(=O)c2ccc3c(c2)n(C)c(=O)n3C)c1,-4%,?,-13%
COc1ccc(NC(=O)CN(C)C(=O)c2cc(C3CC3)nn2-c2ccccc2)cc1,-20%,?,-4%
Cc1cc2ccccc2c(=O)n1CC(=O)NCC(=O)N1CCCC(C)C1 (centres undefined),-9%,-13%,-2%[0.501 µM]
Cc1ccc(N2CC(c3nnc(Cc4ccc(Cl)cc4)o3)CC2=O)cc1 (centres undefined),?,?,-13%
CCOC(=O)CN1C(=O)S/C(=C/c2cc(C)n(C)c2C)C1=O,-25%,?,.
COc1cc(/C=C(\C#N)C(=O)Nc2ccccc2)ccc1OCCN1CCOCC1,0%,-13%,?
O=C(NCCO)c1cn(C2CCCN(Cc3cccc(C(F)(F)F)c3)C2)nn1 (centres undefined),-7%[9.04 µM],-18%,.
Cc1nn(-c2ccccn2)c2c1C(=O)C(Br)CC2 (centres undefined),5.2µM*,3.7µM*,-7%
CC(=O)Nc1ccc(S(=O)(=O)N2CCCCC2C(=O)O)cc1 (centres undefined),-10%,-13%,24%
Nn1c(SCC(=O)N2CCc3ccccc3C2)nnc1-c1cccs1,1%,-5%,2%
Cc1nnc2c3ccccc3nc(N3CCN(c4ccccc4)CC3)n12,?,?,-1%
COc1cc2cnc(-c3ccccc3)c(-c3cc(OC)c(OC)c(OC)c3)c2cc1OC,?,13µM*,2%
FCCCOc1ccc(/C=N/OCc2ccc(Cl)cc2Cl)cc1,-27%,?,-2%
CCOC(=O)c1c(NC(=O)CC2Sc3ccc(C(F)(F)F)cc3NC2=O)sc(C)c1C (centres undefined),?,?,-1%
COc1cc(O)c(C(CC(=O)N2CCCC(C)C2)c2ccc3c(c2)OCO3)c(OC)c1 (centres undefined),?,?,-13%

For convenience, three of the compounds above.
SMILES,DT40 TDP1 CPT,TDP1 cell noCPT,KAT2A inh
FCCCOc1ccc(/C=N/OCc2ccc(Cl)cc2Cl)cc1,-27%,?,-2%
CCOC(=O)c1c(NC(=O)CC2Sc3ccc(C(F)(F)F)cc3NC2=O)sc(C)c1C (centres undefined),?,?,-1%
COc1cc(O)c(C(CC(=O)N2CCCC(C)C2)c2ccc3c(c2)OCO3)c(OC)c1 (centres undefined),?,?,-13%

Next section.
SMILES,DT40 TDP1 CPT,TDP1 cell noCPT,KAT2A inh
Fc1ccc(C2c3cccn3CCN2C(=S)Nc2cccc(F)c2)cc1 (centres undefined),-11%,?,-23%
CC(=O)OC1CC(n2ccc(NC(=O)c3ccccc3)nc2=O)OC1CO (centres undefined),-9%,-15%,-6%
Cc1c2cnn(CC(=O)NCC(C)c3ccccc3)c(=O)c2c(C)n1Cc1cccc(Cl)c1 (centres undefined),-3%,?,-5%
CCOc1cc(C=O)ccc1OCCSc1ccc(Cl)cc1,-19%,-27%,-11%
Cc1cc(C)nc(-n2nc(C)c3c(C(F)F)cc(C)nc32)n1,-8%,-14%,-2%
CCCc1ccc2ccc3ccccc3c2n1,?,-23%,.
Cc1ccc(-c2nc(-c3cc4cccc(OCc5ccc(F)cc5)c4oc3=O)no2)cc1,?,18µM*,-6%
O=C(Cc1c[nH]c2ccccc12)NCc1ccc2c(c1)OCO2,-26%,?,-6%
CCOc1ccc(NC(=O)CN2CCC(n3cnc4cc(F)ccc43)CC2)cc1,-15%,?,-4%
CCC(=O)N1c2ccccc2NC2=C(C(=O)CC(C)(C)C2)C1c1ccc(O)c(OC)c1 (centres undefined),-8%,4%,-1%
CCCCC(=O)N/C(N)=N/c1nc2ccccc2o1,?,?,-6%
CCOC(=O)Cc1csc(NC(=O)C2CCCN(S(=O)(=O)c3cnc[nH]3)C2)n1 (centres undefined),-3%,-8%,-3%
Cn1c(CNC(=O)CCNC(=O)c2ccc(F)c(F)c2)cc(=O)n(C)c1=O,-6%,27%,1%
COc1ccccc1CC(=O)NCC1CCCO1 (centres undefined),-8%,-5%,.
COc1ccc(-c2nc3c4ccccc4n(CC(=O)Nc4cc(F)ccc4F)c(=O)n3n2)cc1,-1%,-28%,-7%
CCOC(=O)CSc1nc(-c2ccc3c(c2)OCO3)ccc1C#N,-13%,-17%,?
Cc1ccnc(NS(=O)(=O)c2ccc(NC(=O)C3CC3)cc2)n1,4%,6%,-14%
Cc1cc(N2CCN(C)CC2)nc2ccc(NC(=O)c3ccccc3F)cc12,18µM*!,?,-9%&-4%
Cc1ccc(S(=O)(=O)N2CCN=C2SCc2ccc(Cl)c(Cl)c2)cc1,-5%,-29%,-7%
Cc1cccc(C(=O)n2nc(-c3ccco3)nc2NCc2ccccc2)c1,?,?,-7%
CCN1C(=O)c2cccc3c(S(=O)(=O)NCCc4c[nH]c5ccccc45)ccc1c23,-3%,-23%,-3%
CCc1cc2c(CN3CCN(C)CC3)cc(=O)oc2cc1O,1%,-18%,?
CC(CC(=O)Nc1ccc2c(c1)c(=O)n(C)n2Cc1cccc(C(F)(F)F)c1)C(F)(F)F (centres undefined),-27%,?,.
Cc1ccc(-c2cc(C(=O)N3CCOCC3)no2)cc1,-10%,-1%,-2%
COc1ccccc1NC(=O)Cn1ccn(-c2cccc3ccccc23)c(=O)c1=O,?,?,-9%
CCOc1ccc(-n2cc(-c3ccccc3)c3c(N4CCC(C)CC4)ncnc32)cc1,?,?,-18%
COc1cc(/C=N/N2C(=O)C3C4c5ccccc5C(c5ccccc54)C3C2=O)ccc1O (centres undefined),-7%,-5%,-2%
CC1(C(=O)Nc2ccccc2)CCN1C(=O)Cc1ccc(-c2ccccc2)cc1 (centres undefined),23µM*,18µM*,.
COc1cc(OC)cc(C(=O)Nc2ncc3c(n2)CC(C)(C)CC3=O)c1,-14%,-8%,-3%
C#CCSc1nc(Cc2ccc(Cl)cc2)nc2ccccc12,-8%,?,-3%
O=C(O)c1csc(-c2ccccc2)n1,3%,-2%,26%
Cc1ccc(S(=O)(=O)NC2(C(F)(F)F)NC(=O)N(c3ccccc3F)C2=O)cc1 (centres undefined),2%,8%,0%
Cc1ccc(Cn2c(CNS(=O)(=O)c3ccc(C(C)(C)C)cc3)nc3cccnc32)cc1,?,?,-11%
COC(=O)COc1cc(C)cc2oc(=O)c(CC(=O)OC)c(C)c12,6%,-3%,-21%
CC(C)(C)n1nnnc1C(c1ccc(F)cc1)N1CCN(Cc2ccc3c(c2)OCO3)CC1 (centres undefined),-18%,-21%,-5%
COc1ccc(NC(=O)C(NC(=O)Cc2cccs2)c2ccc(C)cc2)cc1 (centres undefined),-26%,-9%,-3%
Cc1cccc(C(=O)Nc2nnc(Cc3ccccc3)s2)c1,14%,?,-1%
CC(NS(=O)(=O)c1ccc(Br)cc1)C(=O)NCC1CCCO1 (centres undefined),-1%,3%,0%
CC(=O)N1CCN(Cc2nc3cc(NC(=O)c4ccccc4C)ccc3n2C)CC1,-5%,-20%,-4%
O=c1[nH]cn[nH]1,11%,7%,1%
CCOC(=O)C1CCCN(c2c(Nc3ccc(C)c(C)c3)c(=O)c2=O)C1 (centres undefined),16µM*,?,-2%
Cc1nnsc1-c1c(C(=O)O)c(C)nn1-c1ccc(OC(F)(F)F)cc1,5%,-11%,-2%
Cc1cccc(C(=O)Nc2ccccc2C(=O)OCc2c(C)noc2C)c1,-16%,?,-12%
CCCn1cc(S(=O)(=O)c2ccc(C)cc2)c(=O)c2cc(OC)ccc21,-19%,2%,-3%
C/C(N)=C(/C#N)C(=O)COC(=O)c1ccc(OCC2CCCO2)cc1 (centres undefined),11%,3%,-5%
Cc1ccc(S(=O)(=O)N2C[C@@H]3[C@H]4CC[C@H](C4)[C@@H]3[C@@H](C)[C@@H]2c2ccn([Si](C(C)C)(C(C)C)C(C)C)c2)cc1,?,23µM*,-2%
COc1ccc(C(=O)NNC(=O)CSc2nnnn2-c2cc(OC)cc(OC)c2)cc1,-7%,-29%,-1%
CCC(C)c1ccc(N(C(=O)c2ccco2)C(C(=O)NC2CCCC2)c2cccnc2)cc1 (centres undefined),18µM*,16µM*,0%
Cc1cc(C)c(NC(=O)c2ccccc2N(C)S(C)(=O)=O)c(C)c1,2%,2%,-17%
COc1cc(S(=O)(=O)Nc2ccc(C)cc2)ccc1N=Cc1c(C)[nH]n(-c2ccc(C)cc2)c1=O,-23%,13µM*,-12%
CCOC(=O)c1cc(OCC)c2c(ccc3cc(OC)ccc32)n1,?,5.8µM*,.
COc1cc2c(cc1OC)C1CC(=O)C(CC(C)C)CN1CC2 (centres undefined),-25%,-24%,-2%&-3%&-7%
CCCN1CNc2c(c(=O)[nH]c(=S)n2CCc2ccc(Cl)cc2Cl)C1,?,13µM*,.
CCOC(=O)CSc1nc2c(sc3ccccc32)c(=O)n1CCO,?,?,0%
Cc1ccc2nc(CCc3nc4ccc(C)cc4[nH]3)[nH]c2c1,-1%,?,1%
O=S(=O)(c1ccc(Oc2ccc(F)c(Cl)c2)nc1)N1CCOCC1,-9%,-20%,-21%
O=C(CS(=O)CC(=O)Nc1cccnc1)Nc1ccc(F)cc1 (centres undefined),-3%,-27%,-6%
COc1ccccc1-n1ncc2c(=O)[nH]c(SCC(=O)Nc3ccc(Cl)cc3)nc21,9%,-20%,-1%
Cc1nnc(NC(=O)CN2CCN(Cc3c(Cl)cccc3Cl)CC2)s1,4%,-23%,-2%
Cc1onc(-c2c(F)cccc2Cl)c1C(=O)N=C(N)N1CCCC1,-3%,-17%,-1%
CCOc1ccc(NC(=O)COC(=O)CC2CC3CCC2C3)cc1 (centres undefined),-3%,9%,-5%
O=C1Nc2ccccc2Nc2ncccc21,?,?,17%
COc1cccc(/C=C2\N=C(c3c(-c4ccccc4)noc3C)OC2=O)c1OC,0%,-9%,?
